Screening results from PubChem.
APOBEC3G inh – APOBEC3G (human) deaminase inhibition; recombinant A3G, ssDNA deamination FAM/TAMRA fluorescence; AID 493012; hit rate 0.28% among 330,000; Q9HC16; inhibition, % at 20 µM;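 active = inhibition of at least 40% at 20 µM, with no more than 30% in the related APOBEC3A deaminase screen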;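 note: plate controls were DMSO wells with A3G for no effect and wells lacking A3G enzyme for full effect; some compounds called inactive have numbers as strong as hits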
Target sequence (Q9HC16 whole entry, looked up): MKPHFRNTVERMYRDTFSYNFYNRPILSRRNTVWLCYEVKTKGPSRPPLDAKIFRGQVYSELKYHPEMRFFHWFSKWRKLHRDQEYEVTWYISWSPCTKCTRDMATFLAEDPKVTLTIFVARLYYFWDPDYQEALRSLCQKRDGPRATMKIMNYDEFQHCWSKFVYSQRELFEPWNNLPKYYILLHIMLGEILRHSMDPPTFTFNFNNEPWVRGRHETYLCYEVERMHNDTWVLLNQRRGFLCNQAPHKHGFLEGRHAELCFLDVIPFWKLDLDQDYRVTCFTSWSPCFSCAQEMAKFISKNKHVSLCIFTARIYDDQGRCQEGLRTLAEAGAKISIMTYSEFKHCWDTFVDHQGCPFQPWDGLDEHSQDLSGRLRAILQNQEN
SENP8 block-1 – blocks human SENP8 cleavage of Nedd8 substrate | AID 602440 | inhibition, % at 20 µM | recombinant SENP8, Nedd8 substrate fluorescence | Q96LD8 | hit rate 0.64% among 360,000; in the data active = inhibition mostly above about 40%, no sharp cut-off; inactive = mostly below about 27%
Target sequence (Q96LD8 whole entry, looked up): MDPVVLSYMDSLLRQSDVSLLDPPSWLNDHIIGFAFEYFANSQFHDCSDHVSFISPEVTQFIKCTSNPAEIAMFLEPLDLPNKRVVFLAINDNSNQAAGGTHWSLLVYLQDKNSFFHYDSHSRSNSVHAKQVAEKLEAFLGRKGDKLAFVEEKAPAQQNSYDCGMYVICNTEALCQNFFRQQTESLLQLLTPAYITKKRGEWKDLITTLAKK
Apaf-1 inh – human Apaf-1 inhibition; O14727; reconstituted apoptosome caspase-3 activity, DEVD-Rh110 fluorescence; inhibition, % at 20 µM; hit rate 0.71% among 330,000; AID 489030; active = inhibition of at least 40% at 20 µM;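 note: plate controls were DMSO wells for no effect and DEVD-CHO caspase inhibitor wells for full effect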
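Assay system: Apoptosome proteins | Medium: pH 7.5 Hepes buffer with CHAPS, BSA, DTT | Also added: Cytochrome c and DEVD-Rh110 substrate | Times: 30 min plus 50 min, RT | Detection: Rhodamine 110 fluorescence at Ex 480/Em 540 nm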
SENP1 inh – inhibitors of human SENP1 SUMO protease catalytic domain; Q9P0U3; hit rate 0.21% among 360,000; recombinant SENP1 catalytic domain, CyPet-SUMO1-YPet FRET cleavage; inhibition, % at 10 µM; AID 624204;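 active = inhibition at least 30% at 10 µM, raw YFP signal under a set limit, fluorescence ratio 0.5 to 1.5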;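 note: 0% = enzyme with DMSO and 100% = no enzyme wells; some results filed as inactive read as strong as hits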
Target sequence (Q9P0U3 419-644 limits assumed): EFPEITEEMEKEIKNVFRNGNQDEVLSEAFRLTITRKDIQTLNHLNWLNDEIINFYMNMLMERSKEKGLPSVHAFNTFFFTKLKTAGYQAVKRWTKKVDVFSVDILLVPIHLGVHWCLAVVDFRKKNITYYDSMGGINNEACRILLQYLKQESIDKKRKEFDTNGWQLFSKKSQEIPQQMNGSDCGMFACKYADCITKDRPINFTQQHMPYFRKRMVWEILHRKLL
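Assay system: hSENP1 catalytic domain, recombinant. Amount: SENP1 enzyme, 20 pM final. Schedule: 50 min reaction, RT, dark. Technique: FRET, CFP and YFP emission. Control set: no-enzyme wells low, DMSO-plus-enzyme wells high control.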
SENP8 block-2 – blocks the human protease SENP8. hit rate 1.2% among 330,000. inhibition, % at 10 µM. Q96LD8. purified SENP8, Z-RLRGG-aminoluciferin cleavage, luminescence. AID 2540; in the data active = inhibition above about 50%
UBC13 polyUb – inhibitors of human UBC13 polyubiquitin chain formation; TR-FRET; inhibition, % at 20 µM; hit rate 0.47% among 330,000; AID 485273; in the data active = inhibition above about 45%, passing the limit was not always enough
Target sequence (P61088 whole entry, looked up): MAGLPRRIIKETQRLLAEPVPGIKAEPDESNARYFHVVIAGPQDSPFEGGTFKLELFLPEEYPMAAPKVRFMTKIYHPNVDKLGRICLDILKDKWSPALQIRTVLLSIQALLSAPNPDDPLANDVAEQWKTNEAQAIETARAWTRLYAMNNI
SENP7 block – inhibitors of human SENP7 protease; inhibition, % at 5 µM; AID 434973; hit rate 1.5% among 330,000; recombinant SENP7, Z-RLRGG-aminoluciferin luminescence, 40 min;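 active = inhibition above about 50% at the single test dose, limit read from the data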;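 note: plate controls were DMSO with enzyme for no effect and no enzyme buffer wells for full effect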
SENP6 block – blocks the human protease SENP6; Recombinant SENP6 catalytic domain, aminoluciferin luminescence; inhibition, % at 10 µM; AID 2599; Q9GZR1; hit rate 1.8% among 330,000;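 active = inhibition above about 50% at the single tested dose, limit read from the data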;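 note: plate controls were DMSO wells with enzyme for no effect and DMSO wells lacking enzyme for full effect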
Starred values were filed as active, the others as inactive.

SMILES | APOBEC3G inh | SENP8 block-1 | Apaf-1 inh | SENP1 inh | SENP8 block-2 | UBC13 polyUb | SENP7 block | SENP6 block
C[C@H](CO)N1C[C@H](C)[C@@H](CN(C)S(=O)(=O)c2cccs2)Oc2c(NC(=O)Nc3ccccc3)cccc2C1=O | -1 | 14 | 22 | -1 | -8 | 9 | 8 | 0
O=S(=O)(NCc1ccccc1Cl)c1ccc(-n2cccn2)cc1 | 2 | 8 | 19 | 1 | 0 | -11 | 11 | 16
COc1cccc(CNC(=O)C2CCN(S(=O)(=O)c3ccc(-n4cnnn4)cc3)CC2)c1 | 4 | 9 | 8 | 0 | 0 | 1 | 7 | -24
O=C(Nc1ccccc1)C1C2/C=C\CCCCC21 (stereo not drawn) | -7 | 17 | -12 | 1 | -2 | -6 | 0 | 7
CC(=O)c1ccc(N2CCN(CC(=O)NC(=O)NCc3ccccc3)CC2)cc1 | 0 | -66 | 4 | 1 | 2 | -2 | -3 | 18
CC(=O)Nc1nc2ccccc2n1CCN(C)C | -8 | 26 | -10 | 0 | 6 | 2 | -5 | -4
COc1ccc(/C(O)=C2/C(=O)C(=O)N(CCN3CCOCC3)C2c2ccc(C)cc2)cc1 (stereo not drawn) | 2 | -27 | -24 | 0 | 6 | -6 | 9 | 1
Nc1nc2c(s1)CCCCCCCCCC2 | 18 | 2 | 0 | 3 | 4 | 0 | 6 | -37
O=C(Cn1nnc(-c2cccs2)n1)NCc1ccccc1 | -4 | 6 | -4 | 4 | 3 | 8 | 1 | -1
O=C(NCCc1c[nH]c2ccccc12)c1cnccn1 | 8 | 2 | -4 | -1 | 5 | -12 | 7 | -8
Cc1nc2ccccc2c(=O)n1NC(=O)C1CCCCC1 | 2 | 14 | -24 | -1 | -2 | -7 | 2 | -5
O=C(NN=C1CCCC1)c1ccc(O)cc1O | 6 | -83 | 5 | -2 | 2 | -1 | 4 | -7
Cc1ccc2occ(/C=N/O)c(=O)c2c1 | 3 | -7 | -1 | 6 | -5 | -7 | 0 | -12
CC(=O)N(/N=C1\Sc2ccccc2C1=O)c1cccc(C)c1 | 4 | -13 | 86* | -13 | 94* | -53 | 93* | 92*
COc1ccc(-n2nc3c(N4CCC(C(=O)NCc5ccccc5C)CC4)nnc(C)c3c2C)cc1 | -4 | -357 | 59* | 6 | 0 | 17 | 1 | -19
NC(=O)CSc1nc2c(c(=O)n1-c1ccccc1)C1(CCCCC1)Cc1ccccc1-2 | -3 | -51 | 19 | 3 | 9 | 22 | 1 | 2
CCCSc1cc(N2CCCC2)nc(-c2ccccc2)n1 | -1 | -4 | 9 | 0 | -6 | -7 | 1 | -14
Cc1cn2c(nc1=O)OC1CC2OC1CO (stereo not drawn) | -2 | 25 | -1 | 7 | -6 | 3 | -13 | 3
O=C(NNC(=O)C12CC3CC(CC(Cl)(C3)C1)C2)c1ccncc1 | -6 | 9 | -3 | 3 | 6 | 2 | -2 | 5
Cc1cc2ccccc2n1CCNC(=O)C(C)C | -9 | -40 | 10 | -30 | -13 | -3 | 14 | -16
CCCOC(=O)Nc1nc2ccccc2o1 | -1 | 10 | 15 | 30* | -16 | -2 | -5 | -16
CCCCC(O)CN1CCC(c2ccccc2)CC1 (stereo not drawn) | -1 | 22 | -3 | 0 | -4 | 1 | -6 | -10
Cc1nc(NCCOc2ccccc2)sc1C(=O)Nc1ccccc1 | -10 | 3 | -12 | 1 | 63* | 4 | 84* | 76*
COc1ccc(OC)c(/C=C2\N=C(c3ccccc3)OC2=O)c1 | -4 | -128 | 0 | -25 | 9 | 1 | 2 | 6
COc1ccc(N/C=C/C(=O)C(C)(C)C)cc1 | 1 | -34 | -1 | -3 | -8 | -3 | -2 | -18
O=c1[nH][nH]c2cc(=O)n(-c3cccc(C(F)(F)F)c3)nc12 | -1 | 17 | -2 | 3 | 3 | -23 | 8 | 4
CCc1ccc(-c2csc3ncn(CC(=O)N4CCOCC4)c(=O)c23)cc1 | -4 | 15 | -1 | 0 | 2 | 1 | -5 | 5
CCc1ccc(CCC(=O)Nc2nccs2)o1 | -2 | 7 | 1 | -1 | 0 | 8 | 3 | 4
O=C(N/N=C/c1c[nH]c2ccccc12)c1cccc(Cl)c1 | -5 | -28 | 7 | -3 | -13 | 10 | -5 | -1
O=C(CSc1nnc2sc3ccccc3n12)NCc1ccco1 | -2 | 27 | -20 | 1 | 0 | 3 | 2 | -11
Cc1cccc(-c2oc(C)c(C)[n+]2[O-])c1 | 5 | 20 | -4 | 1 | -4 | 1 | 48 | 3
CCOC(=O)COc1cc2oc(=O)cc(C)c2cc1[N+](=O)[O-] | -3 | 24 | -27 | 1 | 5 | -8 | -4 | -11
NC(=S)Nc1cccc2cnccc12 | -10 | -1 | -7 | 2 | 0 | 0 | 5 | 2
CN(Cc1nccn1C)C(=O)CC1C(=O)NCCN1Cc1ccc(F)cc1Cl (stereo not drawn) | -4 | -60 | 9 | -1 | 1 | 10 | -6 | -5
CCC(=O)N1CCc2cc(Br)cc(S(=O)(=O)NCC3CCCN3CC)c21 (stereo not drawn) | 1 | 8 | 1 | 1 | -1 | 4 | 1 | -3
CS(=O)(=O)N1CCCC(C(=O)NCc2ccco2)C1 (stereo not drawn) | -2 | 6 | -15 | 0 | -8 | 5 | 8 | -18

By substructure, those above containing an aryl methoxy group (5)
SMILES | APOBEC3G inh | SENP8 block-1 | Apaf-1 inh | SENP1 inh | SENP8 block-2 | UBC13 polyUb | SENP7 block | SENP6 block
COc1cccc(CNC(=O)C2CCN(S(=O)(=O)c3ccc(-n4cnnn4)cc3)CC2)c1 | 4 | 9 | 8 | 0 | 0 | 1 | 7 | -24
COc1ccc(/C(O)=C2/C(=O)C(=O)N(CCN3CCOCC3)C2c2ccc(C)cc2)cc1 (stereo not drawn) | 2 | -27 | -24 | 0 | 6 | -6 | 9 | 1
COc1ccc(-n2nc3c(N4CCC(C(=O)NCc5ccccc5C)CC4)nnc(C)c3c2C)cc1 | -4 | -357 | 59* | 6 | 0 | 17 | 1 | -19
COc1ccc(OC)c(/C=C2\N=C(c3ccccc3)OC2=O)c1 | -4 | -128 | 0 | -25 | 9 | 1 | 2 | 6
COc1ccc(N/C=C/C(=O)C(C)(C)C)cc1 | 1 | -34 | -1 | -3 | -8 | -3 | -2 | -18

Other records
SMILES | APOBEC3G inh | SENP8 block-1 | Apaf-1 inh | SENP1 inh | SENP8 block-2 | UBC13 polyUb | SENP7 block | SENP6 block
CCOC(=O)Cn1nc(C)c(NC(=O)COc2ccccc2[N+](=O)[O-])c1C | -4 | 14 | -4 | 1 | 3 | 13 | -3 | -2
O=C(CNC(=O)c1nc[nH]c1C(=O)NCc1ccccc1)OCc1ccccc1 | -5 | 5 | 12 | 3 | 0 | 15 | -6 | -7
S=C(NCc1ccccc1)N1CCN(c2ccccc2)CC1 | -4 | 2 | 6 | 3 | -1 | 2 | 5 | 10
Cc1nn2c(-c3ccccn3)ccnc2c1Cl | 2 | 34 | 2 | 3 | 6 | 5 | 7 | -10
O=C(Nc1ccc(F)c(F)c1)C1=COCCO1 | -4 | 8 | 0 | 3 | 1 | 4 | 1 | -12
COc1cccc(CN2CCNC(=O)C2CC(=O)NCc2cn3ccccc3n2)c1OC (stereo not drawn) | -4 | -1 | -3 | -4 | 0 | -10 | 11 | 0
CCn1nnnc1NCc1ccc(SC)cc1 | -1 | 4 | -14 | 0 | -11 | -3 | -7 | -14
Cc1ccc(OCC(O)Cn2c(N3CCCCC3)nc3c2c(=O)[nH]c(=O)n3C)cc1C (stereo not drawn) | -5 | 13 | 2 | -1 | -9 | -5 | 15 | -6
Cc1cc(C)nc(NC(=O)c2ccc(Cl)cc2)n1 | 9 | 9 | -4 | 1 | -4 | -4 | 7 | -13
CSCCC(NC(=O)c1ccco1)C(=O)Nc1ccncc1 (stereo not drawn) | 14 | 6 | 8 | 0 | 10 | -3 | 1 | -6
CCCn1c(C(C)NS(=O)(=O)c2ccccc2)n[nH]c1=S (stereo not drawn) | 16 | 6 | -6 | 1 | 4 | 4 | 2 | 20
O=C(CNC(=O)c1ccccc1Br)NNC(=O)c1cccs1 | -7 | 1 | 0 | 0 | -1 | 1 | 1 | -6
COC(=O)c1ccc(C)c(NS(=O)(=O)c2ccc(C)c([N+](=O)[O-])c2)c1 | -5 | 9 | -1 | 2 | 1 | -2 | 9 | 6
CCCN(c1ccc(C(=O)OC)cc1)S(=O)(=O)c1ccccc1 | 0 | -2 | -2 | 1 | -7 | 11 | -1 | -5
COc1cccc(NC(=O)CCC(=O)Nc2cccc(OC)c2)c1 | 1 | 28 | 3 | 2 | 4 | 10 | 2 | 13
CCOC(=O)N1CCC(Nc2c(-c3ccccc3)c(=O)c2=O)CC1 | -3 | 8 | 1 | 2 | -10 | -17 | -6 | -5
Clc1cccc(-c2nn3c(Cn4cnc5ccccc54)nnc3s2)c1 | 36 | 6 | 2 | -2 | 3 | 12 | -3 | -4
COC(=O)c1sc2cc(C(F)(F)F)cnc2c1-c1ccccc1 | -7 | 17 | -20 | 2 | 3 | 4 | 0 | -9
CCOC(=O)N1CCN(C(=O)c2noc3c2COc2ccccc2-3)CC1 | -5 | -3 | 2 | 2 | 43 | 16 | 54* | 61*
CC(=O)Nc1ccc(Sc2ccccc2C(=O)O)c(C(=O)O)c1 | -2 | 14 | -11 | 0 | -10 | -2 | 1 | -1
Cc1cccc(NC(=S)NNC(=S)NC2CCCCC2)c1C | 4 | 10 | -6 | 4 | 5 | -14 | -4 | 10
CC(=O)Nc1ccc(S(=O)(=O)N2CCC(c3nnc(-c4ccc(C)cc4)o3)CC2)cc1 | -14 | 0 | 10 | 0 | -18 | -1 | -5 | -22
C(=N\c1nccs1)/Nc1nccs1 | -8 | 11 | -6 | 2 | 2 | -15 | 1 | -4
O=C(Nc1nnc(/C=C/c2ccccc2)s1)c1ccco1 | -10 | -454 | -8 | -154 | -2 | 14 | -4 | -40
Cn1c(COc2ccc3ccccc3c2)nnc1SCC(N)=O | -4 | 16 | -2 | 0 | 1 | 3 | 7 | -17
O=S(=O)(NC1CCCC1)c1ccc(-n2cnnn2)cc1 | -8 | 12 | -3 | 1 | -2 | 0 | -7 | 2
Cc1cc(C)cc(NC(=O)COC(=O)CC2CCCC2)c1 | -4 | 6 | 5 | 1 | -4 | 8 | 5 | -12
Cn1c(=O)c2c(nc(N/N=C/c3cccs3)n2C)n(C)c1=O | -9 | -18 | 0 | 1 | -7 | -10 | 2 | 9
COc1ccc(-c2nnc3cccc(Cl)n23)c(OC)c1 | -1 | 2 | -4 | -1 | 14 | 2 | 1 | 3
CC(C)c1ccc(NC(=O)[C@H]2CSCN2C(=O)[C@@H]2CCC(=O)N2)cc1 | -2 | 5 | 6 | 1 | -20 | -2 | -16 | -10
O=C(NNc1nc2ccccc2s1)c1ccccc1F | 2 | 15 | -14 | 1 | -4 | -4 | -5 | -4
O=c1[nH]c(CSc2ncnc3sccc23)nc2cc(C(F)(F)F)ccc12 | 0 | -37 | 12 | -50 | 4 | -6 | 1 | 1
O=C(N1CCc2[nH]c3ccccc3c2C1)C(F)(F)F | -6 | -183 | -10 | -32 | 1 | 7 | -3 | 1
Cc1ccc(OCCn2ccnc2)c([N+](=O)[O-])c1 | -4 | 7 | -3 | 2 | -7 | -6 | 6 | -14
COC(=O)C(C)N(C(=O)c1cccc2ccccc12)c1c(C)cccc1C (stereo not drawn) | -2 | 14 | 11 | 1 | 8 | 19 | 1 | 16
O=C(CNC(=S)NC(=O)c1cccc([N+](=O)[O-])c1)c1ccccc1 | -5 | 6 | -5 | -3 | 5 | 8 | -1 | -2
Cc1noc(NS(=O)(=O)c2ccc(NC(=O)/C=C/c3ccc(C(C)C)cc3)cc2)c1C | -2 | 13 | 17 | 1 | 14 | -17 | -7 | 12
O=C(COc1coc(CN2CCCc3ccccc32)cc1=O)Nc1cccc([N+](=O)[O-])c1 | -4 | 8 | 3 | 16 | 12 | -3 | -5 | 3
Cc1cccc(NC(=O)CNCC(=O)Nc2cccc(C)c2C)c1C | -6 | -2 | 2 | -2 | -11 | 1 | -2 | -6
